GPR55 LPI antagonism: GPR55 antagonists blocking LPI-driven arrestin recruitment, primary screen, imaging, U2OS, beta-arrestin-GFP, LPI agonist (AID 2013) | U2OS GPR55 beta-arrestin-GFP translocation imaging, LPI antagonism; higher % means a stronger effect | inhibition, % at 10 µM; hits with a dose series show IC50 in µM | 290,000 compounds, 0.13% hits;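 active = spots per cell inhibited over 60%, with over 100 cells counted and total cytoplasm intensity under 500,000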;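 also: U2OS cells stably carrying GPR55 and arrestin-GFP stimulated by 5 µM LPI near EC80; imaged beta-arrestin-GFP aggregate spots per cell after agonist stimulation; plate controls were LPI-stimulated DMSO wells for no effect and DMSO wells without LPI for full effect; some results filed as inactive read as strong as hits; confirmed hits need IC50 under 10 µM and bright autofluorescent wells are also inconclusive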
NOD2 inhibition: inhibition of NOD2-driven NF-kB reporter – cell-based, luminescence, uHTS, HEK293 (AID 1566); HEK293 NOD2/NF-kB luciferase reporter, luminescence; higher % means a stronger effect; inhibition, % at 4 µM, or EC50 in µM where a hit was titrated; 290,000 compounds, 0.63% hits; also: many of its hits are not listed in these tables
Myeloid diff 2: myeloid differentiation induction. ER-HoxA9 myeloid progenitors, lysozyme-GFP differentiation, flow cytometry. calls only at 10 µM. 360,000 compounds, 1% hits. AID 624256;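 active = normalized GFP-positive differentiation at or above the plate's own cutoff, the solvent-only control mean plus 3 SD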;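 also: cells exposed to compound for four days before flow analysis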
HIV fusion peptide: inhibitors of HIV fusion peptide binding, primary screen, biochemical, uHTS, fluorescence dequenching (AID 1986); one-dose inhibition, % at 20 µM; IC50 in µM for titrated hits; 290,000 compounds, 0.3% hits; cell-free peptide binding, fluorescence dequenching, 30 min; higher % means a stronger effect; in the data active = inhibition mostly above about 52%, no sharp cut-off; inactive = mostly below about 76%; also: some results filed as inactive read as strong as hits
GPR35 arrestin U2OS: GPR35 antagonists blocking zaprinast-driven arrestin recruitment, primary screen, imaging, U2OS, beta-arrestin-GFP, zaprinast agonist (AID 2058); U2OS GPR35 beta-arrestin-GFP translocation imaging, zaprinast antagonism; higher % means a stronger effect; inhibition, % at 10 µM; hits with a dose series show IC50 in µM; 290,000 compounds, 0.052% hits;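 active = inhibition of at least 50% with at least 30 cells and total cytoplasm GFP at most 10,000,000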
KOR beta-arrestin-1: KOR antagonists, beta-arrestin recruitment, cell-based, luminescence, uHTS (AID 1778) | inhibition, % at 10 µM, or IC50 in µM where a hit was titrated | KOR beta-arrestin recruitment, luminescence, antagonist mode; higher % means a stronger effect | 290,000 compounds, 0.091% hits; also: strong numbers were not always called active
KOR beta-arrestin-2: kappa opioid receptor activators – cell-based, luminescence, uHTS, primary screen (AID 1777); KOR beta-arrestin recruitment, luminescence; higher % means a stronger effect; activation, % at 10 µM, or EC50 in µM where a hit was titrated; 280,000 compounds, 0.02% hits; in the data active = activation above about 50%, passing the limit was not always enough; also: a part of the inactive calls stands beside numbers as strong as those of hits
GPR55 beta-arrestin: GPR55 agonists via beta-arrestin recruitment, primary screen, imaging, U2OS cells, beta-arrestin-GFP redistribution (AID 1961) | one-dose activation, % at 10 µM; EC50 in µM for titrated hits | U2OS GPR55 beta-arrestin-GFP redistribution imaging; higher % means a stronger effect | 290,000 compounds, 0.048% hits;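 active = activation above 40% with more than 50 cells counted in the well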;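 also: U2OS osteosarcoma cells stably expressing GPR55 and beta-arrestin-GFP; plate controls were DMSO negative control for no effect and LPI positive control for full effect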
NOD1 inhibition: NOD1 signaling inhibitors, primary screen, cell-based, luminescence, uHTS (AID 1578); 290,000 compounds, 1% hits; NOD1-driven NF-kB luciferase reporter cells, luminescence; higher % means a stronger effect; one-dose inhibition, % at 4 µM; EC50 in µM for titrated hits; in the data active = inhibition mostly above about 36%, no sharp cut-off; inactive = mostly below about 34%;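 also: HEK-293T reporter cells stimulated with the NOD1 agonist gamma-tri-DAP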
Myeloid diff 2 GFP+ MAC1+ %: second read-out of Myeloid diff 2, no call of its own (marks repeat the call); GFP+ MAC1+ double positive, %; measured here: differentiation confirmed by MAC1 staining
Active calls of the source: *; i = inactive; . = not tested or not shown; [ ] = dose if it differs, or a comment. Rule as the data show it, unless noted: active = inhibition above about 50%; inactive = the rest. Only part of the results is shown. The share of hits here may be higher or lower than overall.

SMILES	GPR55 LPI antagonism	NOD2 inhibition	Myeloid diff 2	Myeloid diff 2 GFP+ MAC1+ %	HIV fusion peptide	GPR35 arrestin U2OS	KOR beta-arrestin-1	KOR beta-arrestin-2	GPR55 beta-arrestin	NOD1 inhibition
Cc1cc(C)c(C#N)c(N2CCN(c3ccc(F)cc3)CC2)n1	10.3%	-5.8%	i	0.6	-2.5%	2.4%	-8.2%	4.8%	0.0%	4.2%
CC1=NN(c2ccc(S(=O)(=O)O)cc2Cl)C(=O)C1	9.1%	12.1%	i	0.2	8.5%	-4.4%	-45.2%	6.1%	-0.1%	-26.6%
COc1ccccc1NC(=O)CSc1nnnn1-c1ccc(C(=O)O)cc1	6.4%	0.8%	i	0.9	1.9%	6.3%	4.2%	0.5%	-0.2%	-48.9%
CC1CCc2nc(NC(=O)C3CCCO3)sc2C1 (stereo unspecified)	2.2%	-79.0%	i	1.5	3.6%	-10.0%	15.9%	2.2%	-0.1%	-43.6%
O=C(O)C1C(c2ccccc2)C(C(=O)Oc2ccc(O)cc2)C1c1ccccc1 (stereo unspecified)	19.0%	1.4%	i	1.2	7.3%	-2.9%	8.4%	-1.5%	0.3%	-8.5%
O=C(NCc1cccs1)C1CC(=O)N(c2ccccc2)C1 (stereo unspecified)	5.0%	-0.1%	i	0.5	-2.2%	-31.4%	9.3%	-2.2%	-0.1%	-17.0%
CCCC1CCC(c2nc(-c3cccnc3)no2)CC1 (stereo unspecified)	-10.7%	1.1%	i	1.3	-2.7%	-4.8%	-34.9%	15.2%	0.2%	-22.0%
CCC(=O)N1CCN(c2ccnc3cc(Cl)ccc23)CC1	10.2%	24.5%	i	0.7	-1.3%	5.1%	12.3%	1.5%	-0.2%	1.2%
Cc1ccn2cc(-c3ccc(S(=O)(=O)N4CCOCC4)cc3)nc2c1	-2.6%	-14.2%	.	.	-3.2%	3.7%	-30.6%	-9.4%	0.3%	-24.5%
CCOC(=O)c1cnn(-c2nc(-c3ccccc3F)cs2)c1C(F)(F)F	-4.6%	10.3%	i	0.3	-1.9%	4.9%	19.2%	-0.7%	-0.1%	14.3%
Cc1nnc2sc(-c3ccccn3)nn12	-3.6%	-0.5%	i	0.6	0.5%	-4.4%	-26.4%	-0.1%	0.2%	-12.6%
O=S(=O)(NNC(=S)Nc1ccc(S(=O)(=O)Nc2ncccn2)cc1)c1ccc(Br)cc1	9.6%	2.7%	i	0.8	15.2%	-2.5%	18.7%	-0.6%	0.0%	-23.2%
Oc1ccccc1C1=Nc2ccccc2N=C(c2ccco2)C1	0.9%	-19.7%	i	1.8	11.9%	1.9%	7.4%	3.2%	0.5%	-25.0%
CC(=O)N1CCCc2cc(S(=O)(=O)CCC(=O)N3CCN(c4cccc(C)c4)C(C)C3)ccc21 (stereo unspecified)	46.8%	6.2%	i	1.3	6.5%	10.6%	-20.1%	1.0%	-0.2%	-6.7%
CC(C)n1nc(C(=O)NCCCN2CCCC2=O)c2ccccc2c1=O	18.1%	10.0%	i	1.4	0.2%	0.1%	10.3%	2.9%	0.6%	-40.9%
COc1ccc(CNC(=O)COC(=O)CCc2c[nH]c3ccccc23)cc1	1.3%	3.7%	i	1.8	-1.4%	9.2%	21.7%	-7.0%	0.4%	-10.7%
CCCn1c(/N=C/c2ccc3c(c2)OCO3)nc2ccccc21	7.0%	-15.9%	i	3.9	-2.4%	5.8%	27.6%	2.1%	-0.1%	1.6%
N#CC(C#N)=C1C(=O)N(CCN2CCCCC2)c2ccccc21	12.1%	9.0%	i	0.4	-0.9%	-6.1%	-1.1%	1.9%	0.3%	-6.8%
CN(Cc1nc(-c2ccc(C(F)(F)F)cc2)no1)C1CCOCC1	4.2%	-1.8%	i	0.5	0.8%	6.2%	14.9%[20 µM]	.	-0.2%	-24.6%
O=C(c1cc2ccccc2oc1=O)N1CCSC1c1ccco1 (stereo unspecified)	-3.5%	-10.6%	i	1.5	-1.8%	2.8%	33.4%	-2.8%	-0.3%	-10.1%
COc1ccccc1OCCNC(=O)Nc1cc(F)c(F)cc1Cl	5.8%	-0.4%	i	0.4	0.1%	3.6%	-12.5%	-2.6%	0.2%	-10.9%
O=C(O)C1CCC(N2C(=O)c3c(Cl)c(Cl)c(Cl)c(Cl)c3C2=O)CC1 (stereo unspecified)	-17.1%	-0.9%	.	.	19.4%	-3.6%	-20.5%[20 µM]	-6.4%	-0.1%	-32.0%
CC(=O)c1sc(NC(=O)c2ccco2)nc1-c1ccccc1	14.3%	-47.0%	i	2.2	0.4%	24.8%	-7.6%	3.3%	0.3%	-53.0%
CN(C)CCOC(=O)C12CC3CC(C1)CC(C(=O)OCCN(C)C)(C3)C2	13.9%	28.0%	i	1.1	0.5%	-2.3%	14.6%	1.7%	0.0%	1.1%
CCOC(=O)c1c(C)n(-c2ccc(C)cc2)c2ccc(O)c(CN(C)C)c12	27.0%	-19.2%	i	0.2	-2.5%	11.0%	-421.7%[20 µM]	10.0%	0.1%	6.4%

More structures
SMILES	GPR55 LPI antagonism	NOD2 inhibition	Myeloid diff 2	Myeloid diff 2 GFP+ MAC1+ %	HIV fusion peptide	GPR35 arrestin U2OS	KOR beta-arrestin-1	KOR beta-arrestin-2	GPR55 beta-arrestin	NOD1 inhibition
CCCCCc1cc(=O)oc2c(C(CCN3CCCC(C)C3)c3ccc4c(c3)OCO4)c(OC)cc(OC)c12 (stereo unspecified)	9.2%	-5.7%	i	2.2	-0.7%	-17.1%	-12.8%	10.3%	0.3%	2.7%
CCCN1C(=O)/C(=C/c2ccc(C)o2)NC1=S	9.1%	13.8%	.	.	27.8%	-8.9%	12.2%	-3.3%	-0.3%	-2.7%
COc1ccccc1NS(=O)(=O)c1cc(Cl)ccc1OC	-11.7%	-12.0%	i	1.1	-1.5%	-11.6%	-2.7%	2.8%	0.2%	-19.0%
COc1ccc(CCNC(=O)CSCc2ccc([N+](=O)[O-])cc2)cc1	13.9%	-0.9%	i	0.2	-1.7%	-13.4%	.	4.3%	1.7%	-21.6%
COc1cc(CC(NC(C)=O)C(=O)NC2CCN(C(=O)c3ccc(C)cc3)CC2)cc(OC)c1 (stereo unspecified)	-10.4%	-2.6%	i	0.5	-0.7%	3.9%	-6.5%	0.5%	-0.2%	-9.7%
COc1ccc2[nH]c(C)c(C(=O)CN(C)CC3OCCO3)c2c1	2.3%	6.5%	.	.	0.4%	-4.5%	-6.3%	.	0.3%	-3.0%
CC1Cc2ccccc2N1C(=O)C1CCCCN1S(=O)(=O)c1ccccc1 (stereo unspecified)	26.5%	21.1%	i	1.1	-2.4%	10.9%	23.6%	0.4%	-0.1%	9.7%
COc1cc(NC(=O)COC(=O)C2CC2)c(C)cc1[N+](=O)[O-]	1.2%	0.0%	i	0.3	1.2%	2.0%	6.3%	-1.4%	-0.2%	-15.7%
O=C(Nc1cccc(Cl)c1)c1ccc(NCCCN2CCOCC2)c([N+](=O)[O-])c1	12.7%	14.0%	i	0.2	-3.8%	-8.4%	-13.2%	4.0%	0.3%	19.2%
Cc1ccccc1OCc1nc(-c2ccc(Br)o2)no1	-1.5%	-13.2%	i	2.0	-1.7%	-0.2%	-17.8%	-3.5%	-0.2%	-62.5%
O=C(Nc1ccc(SC(F)F)cc1)c1cccc2nc3ccccc3nc12	5.2%	-3.0%	i	0.0	0.8%	2.5%	-44.4%	3.9%	-0.3%	-157.1%
CC(C)CCNC(=O)COc1ccc(N(C)S(=O)(=O)c2ccc(F)cc2)cc1	3.8%	16.6%	i	0.9	-2.0%	5.9%	10.1%	-1.0%	-0.6%	-25.0%
COC(=O)c1ccccc1NC(=O)N1CCN(c2ccccc2F)CC1	3.5%	8.7%	i	0.7	-1.3%	-1.7%	0.0%	0.1%	0.1%	-5.6%
Cc1ccc(NC(=O)CN2C(=O)CCS(=O)(=O)c3ccccc32)cc1Cl	13.4%	8.0%	i	0.0	-1.7%	-3.9%	-5.0%	4.4%	-0.1%	-25.0%
COC(=O)CCC(=O)Nc1cccc2ccccc12	-17.2%	0.6%	i	0.9	2.1%	3.7%	-10.0%	4.8%	0.2%	1.6%
Cc1c(C(=O)NC(=S)Nc2cccnc2)cccc1[N+](=O)[O-]	1.4%	14.9%	i	2.6	1.3%	-2.0%	-9.4%	-2.1%	0.0%	-23.1%
CCC(Sc1ncnc2c1c(-c1ccccc1)cn2-c1ccc(OC)cc1)C(=O)OC (stereo unspecified)	1.9%	24.7%	i	1.0	-2.0%	-16.4%	37.0%	-5.5%	-0.2%	11.4%
C=CCN(CC(=O)NC1CCCC1)C(=O)C(=O)Nc1ccc2c(c1)OCCO2	19.1%	-8.8%	i	4.5	0.0%	-0.2%	4.9%	-0.2%	-0.2%	-31.7%
COc1cc2cc3c(N)c(C(=O)Nc4sc(C)c(C)c4C#N)sc3nc2cc1OC	11.9%	0.7%	i	4.5	74.8%	4.8%	16.5%	-4.0%	0.2%	-6.4%
CC(=O)c1cccc(NC(=O)C2CC(=O)N(Cc3ccccc3)C2)c1 (stereo unspecified)	7.6%	4.0%	i	0.9	2.1%	-10.4%	-29.1%	-1.8%	0.6%	-14.9%
Cc1cccc(NC(=O)CNc2cc(C)ccc2C)c1	-4.0%	-8.9%	i	5.4	3.6%	1.1%	-9.4%	-2.3%	0.2%	-25.2%
C=CCn1c(COc2ccccc2F)nnc1SCC(=O)c1c[nH]c2ccccc12	-3.1%	16.5%	i	0.6	-2.2%	0.4%	27.7%	5.5%	-0.1%	-13.4%
COc1ccc(C2CC(=O)N(C)c3ccccc3S2)cc1 (stereo unspecified)	4.6%	-7.0%	i	0.1	0.4%	8.2%	-17.8%	0.8%	2.7%	-31.0%
Cn1c(N)c(C(=O)COC(=O)C2(c3ccc(Cl)cc3)CCCC2)c(=O)n(C)c1=O	5.0%	-3.4%	i	1.0	0.0%	-4.0%	-43.0%	-0.4%	-0.2%	21.8%
CC(C)(C)n1nc2c(c1NC(=O)Cc1ccc(F)cc1)CS(=O)(=O)C2	1.7%	1.1%	i	4.3	-0.3%	1.6%	1.8%	-4.6%	-0.3%	-9.7%
CCN(Cc1ccccc1)C(=O)c1ccccc1C	10.2%	-8.0%	i	7.3	1.1%	1.7%	33.6%	-6.2%	-0.1%	-21.3%
Cc1ccc(/C=C(\NC(=O)c2ccccc2)C(=O)N2CCCCC2)cc1	-9.3%	19.2%	i	0.3	-0.5%	0.4%	-14.7%[20 µM]	-0.4%	0.6%	-0.8%

Compound activity: PubChem, several laboratories
